G6PDH counter: inhibits Leuconostoc G6PDH, flagging false hits in G6PDH-based assays; hit rate 0.12% among 200,000; inhibition, % at 5 µM; Purified L. mesenteroides G6PDH, diaphorase/resazurin coupled fluorescence, 45 min; AID 1020; in the data active = inhibition above about 50%
STAT1 activator: increases IFN-gamma driven STAT1 reporter signal; NIH 3T3 STAT1-luciferase reporter, luminescence; 100% = IFN-gamma alone, no compound; activation (% of control), % at 5.5 µM; hit rate 2.6% among 200,000;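 active = activation above the screen-wide mean activation plus 3 SD, cut at about 130% in these data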;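 note: raw ratio to IFN-gamma control signal so 100% means no change and 0% no light; values of inactives mirror those of a sister screen read the other way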
NF-kB neuron act: NF-kB expression increase, human neuronal cells; NF-kB reporter expression; hits give high values; hit rate 1.6% among 190,000; AID 1239; fold change at 12.5 µM; in the data active = fold change above about 3.3
TLR4 MyD88 comp: blocks binding of human TLR4 to MyD88 | HeLa CL3-4 TLR4/MyD88 BLA complementation, FRET ratio | inhibition, % at 8.4 µM | hit rate 0.18% among 200,000 | AID 861; in the data active = inhibition above about 25%;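 note: 0% = vehicle and 100% = reference inhibitor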
Diaphorase inh: diaphorase inhibition or chemical oxidation counter-screen; AID 1217; hit rate 0.69% among 190,000; diaphorase resazurin-to-resorufin fluorescence, NADH, 16 min; bacterial (C. kluyveri) enzyme, not human; inhibition, % at 20 µM;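 active = primary screen inhibition at 20 µM above a set limit, cut at about 50% in these data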;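 note: plate controls were DMSO with full reaction for no effect and wells lacking NADH for full effect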
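Test system: diaphorase enzyme from Clostridium kluyveri; amount: diaphorase at 0.14 U/mL in enzyme working solution; detection: fluorescence of resorufin formed from resazurin, Ex 544/Em 590 nm; times: reaction incubation of 16 min at room temperature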
FLuc stim CS: firefly luciferase counter-screen for stimulation assays; 200,000 tested, under 10 active; ATPlite luciferase biochemical, luminescence, 10 min; 0 = ATP-free wells, 1 = DMSO control; AID 1027; activation factor at 10 µM;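 active = luciferase activation factor, scaled between plate controls, of at least 2 with compound at 10 µM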
Target sequence (P08659 whole entry, looked up): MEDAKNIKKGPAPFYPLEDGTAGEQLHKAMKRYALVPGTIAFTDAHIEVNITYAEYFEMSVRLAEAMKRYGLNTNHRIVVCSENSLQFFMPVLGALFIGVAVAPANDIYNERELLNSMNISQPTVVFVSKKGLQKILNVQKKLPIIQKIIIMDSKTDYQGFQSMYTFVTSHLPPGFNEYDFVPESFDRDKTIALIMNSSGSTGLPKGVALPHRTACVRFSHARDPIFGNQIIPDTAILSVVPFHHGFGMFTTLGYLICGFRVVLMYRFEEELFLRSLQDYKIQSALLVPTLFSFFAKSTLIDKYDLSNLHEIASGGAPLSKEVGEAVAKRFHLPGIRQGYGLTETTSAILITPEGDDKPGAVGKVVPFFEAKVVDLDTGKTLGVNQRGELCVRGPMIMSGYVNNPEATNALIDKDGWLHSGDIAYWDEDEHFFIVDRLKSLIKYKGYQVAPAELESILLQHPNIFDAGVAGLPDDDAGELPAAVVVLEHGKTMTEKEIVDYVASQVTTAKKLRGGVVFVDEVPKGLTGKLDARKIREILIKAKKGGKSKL
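Assay system: Luciferase/luciferin detection reagent, cell-free biochemical luciferase assay / Also added: ATP substrate / Schedule: 10 min at ambient temperature / Measured by: luminescence measurement of luciferase light output / Benchmarks: low control with PBS replacing ATP, high control enzyme plus ATP without compound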
FLuc inhib CS: counter-screen for luciferase assay inhibitors: firefly luciferase inhibition; AID 1006; hit rate 1.5% among 200,000; ATPLite firefly luciferase biochemical luminescence, 10 min; inhibition, % at 10 µM; P08659;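 active = inhibition above about 50% when tested at 10 µM, limit read from the data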
APP 5'UTR act: activates APP 5'UTR luciferase reporter. SH-SY5Y APP 5'UTR luciferase reporter, luminescence; zero percent = DMSO vehicle wells. activation, % at 2 µM. hit rate 1% among 190,000;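 active = activation above a set limit, based on mean plus 3 SD of controls, cut at about 140% in these data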; note: values of inactives mirror those of a sister screen read the other way
APP 5UTR inh: APP translation inhibition; SH-SY5Y APP 5'UTR-luciferase reporter, luminescence; inhibition, % at 2 µM; hit rate 0.82% among 190,000; AID 1285;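 active = inhibition above a set limit, derived from the sample mean plus 3 SD, cut at about 45% in these data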; note: values of inactives mirror those of a sister screen read the other way
Diaphorase act: activates diaphorase or chemically reduces, flagging diaphorase assay artifacts. activation factor at 20 µM. AID 1229. hit rate 0.005% among 190,000. Diaphorase/resazurin coupled assay, resorufin fluorescence, 16 min; hits give high values; 1 = vehicle wells, 0 = NADH-free wells;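 active = diaphorase activity raised at least twofold by the compound at 20 µM; inactive = activation factor below 2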
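Material: Clostridium kluyveri diaphorase, purified enzyme; Quantity: enzyme 0.07 U/mL final; Medium: HEPES pH 7.4 buffer with MgCl2 and Tween 20; Dosing: single compound dose of 20 µM, 1% DMSO final; Schedule: 16 min reaction at room temperature; Measured by: red resorufin fluorescence at 544/590 nm excitation/emission.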
Active calls of the source: *.

`CCn1nnc(NC(=O)C(c2ccccc2)c2ccccc2)n1` gave G6PDH counter 4, STAT1 activator 97, NF-kB neuron act 1.1, TLR4 MyD88 comp 3, Diaphorase inh -2, FLuc stim CS 1, FLuc inhib CS 0, APP 5'UTR act 30, APP 5UTR inh -30 and Diaphorase act 1.
Screening O=C(Nc1ncn[nH]1)c1cc(S(=O)(=O)Nc2ccc(Cl)cc2)ccc1Cl returned G6PDH counter 9, STAT1 activator 100, NF-kB neuron act 1.2, TLR4 MyD88 comp 7, Diaphorase inh 10, FLuc stim CS 1.1, FLuc inhib CS -8, APP 5'UTR act -7, APP 5UTR inh 7 and Diaphorase act 0.9.
`COC(=O)c1c(NC(=O)CN2CCN(Cc3ccc4c(c3)OCO4)CC2)sc(C)c1C` gave G6PDH counter 10, STAT1 activator 109, NF-kB neuron act 1.2, TLR4 MyD88 comp -1, Diaphorase inh 12, FLuc stim CS 1, FLuc inhib CS -4, APP 5'UTR act 10, APP 5UTR inh -10 and Diaphorase act 0.9.
`CCCCN(CCCC)C(=O)C[n+]1cccc(/C=N/O)c1` gave G6PDH counter 3, STAT1 activator 104, NF-kB neuron act 1, TLR4 MyD88 comp 1, Diaphorase inh 19, FLuc stim CS 1, FLuc inhib CS -3, APP 5'UTR act 12, APP 5UTR inh -12 and Diaphorase act 0.8.
COc1ccc(C(C)=O)cc1CSc1nnc(-c2ccncc2)n1C was read as G6PDH counter 4, STAT1 activator 93, NF-kB neuron act 1.1, TLR4 MyD88 comp -8, Diaphorase inh 7, FLuc stim CS 1, FLuc inhib CS -2, APP 5'UTR act -2, APP 5UTR inh 2 and Diaphorase act 0.9.
CCn1c(=O)c(C(=O)Nc2cnccn2)c(O)c2ccccc21 was read as G6PDH counter 12, Diaphorase inh 19, FLuc stim CS 1, FLuc inhib CS 2 and Diaphorase act 0.8.
Screening Cc1ccccc1S(=O)(=O)Nc1nc2ccccc2nc1N1CCOCC1 returned G6PDH counter 11, STAT1 activator 100, NF-kB neuron act 1.1, TLR4 MyD88 comp -15, Diaphorase inh 16, FLuc stim CS 1, FLuc inhib CS -4, APP 5'UTR act 1, APP 5UTR inh -1 and Diaphorase act 0.8.
`Cc1cnc(C(=O)Nc2ccccc2C(=O)N2CCOCC2)cn1` gave G6PDH counter -1, STAT1 activator 93, NF-kB neuron act 0.93, TLR4 MyD88 comp 9, Diaphorase inh 6, FLuc stim CS 1, FLuc inhib CS -5, APP 5'UTR act -8, APP 5UTR inh 8 and Diaphorase act 0.9.
For CC(C)NS(=O)(=O)c1ccc2c(c1)NCC2 the results were G6PDH counter 3, STAT1 activator 102, NF-kB neuron act 0.95, TLR4 MyD88 comp -13, Diaphorase inh 8, FLuc stim CS 1.1, FLuc inhib CS -9, APP 5'UTR act 8, APP 5UTR inh -8 and Diaphorase act 0.9.
`COc1ccc(CN2C(=O)c3ccccc3C2C(=O)NCC2CCCO2)c(OC)c1` (stereo unspecified) gave G6PDH counter 2, STAT1 activator 95, NF-kB neuron act 1.2, TLR4 MyD88 comp -3, Diaphorase inh 2, FLuc stim CS 1, FLuc inhib CS -4, APP 5'UTR act -13, APP 5UTR inh 13 and Diaphorase act 1.
For COc1ccc(N2CCN(C(=O)c3oc4ccccc4c3C)CC2)cc1 the results were G6PDH counter -2, STAT1 activator 105, NF-kB neuron act 1.1, TLR4 MyD88 comp -9, Diaphorase inh 7, FLuc stim CS 1, FLuc inhib CS -3, APP 5'UTR act 10, APP 5UTR inh -10 and Diaphorase act 0.9.
Screening CCOC(=O)N1CCN(C(=O)c2ccc3nc(N4CCCCC4)sc3c2)CC1 returned G6PDH counter 7, STAT1 activator 98, NF-kB neuron act 1.2, TLR4 MyD88 comp 0, Diaphorase inh 6, FLuc stim CS 1.1, FLuc inhib CS -8, APP 5'UTR act 12, APP 5UTR inh -12 and Diaphorase act 0.9.
Screening COc1ccc(/C=C/C(=O)NC(=S)Nc2ccccc2C(=O)NC2CCCCC2)cc1 returned G6PDH counter 2, STAT1 activator 94, NF-kB neuron act 1.2, TLR4 MyD88 comp -2, Diaphorase inh -3, FLuc stim CS 1.1, FLuc inhib CS -6, APP 5'UTR act 3, APP 5UTR inh -3 and Diaphorase act 1.
For CCOc1ccccc1NC(=O)COC(=O)C1CC1 the results were G6PDH counter 5, STAT1 activator 94, NF-kB neuron act 1.1, TLR4 MyD88 comp 6, Diaphorase inh -3, FLuc stim CS 1, FLuc inhib CS -4, APP 5'UTR act 6, APP 5UTR inh -6 and Diaphorase act 1.
`CCOC(=O)Cc1csc(NC(=O)/C=C/c2ccc(OC)cc2)n1` gave G6PDH counter 1, STAT1 activator 90, NF-kB neuron act 0.93, TLR4 MyD88 comp -5, Diaphorase inh 4, FLuc stim CS 0.2, FLuc inhib CS 76*, APP 5'UTR act 48, APP 5UTR inh -48 and Diaphorase act 1.
For CCc1ccc(NC(=S)Nc2cccc(OC)c2)cc1 the results were G6PDH counter 6, STAT1 activator 103, NF-kB neuron act 1.3, TLR4 MyD88 comp -6, Diaphorase inh 9, FLuc stim CS 1, FLuc inhib CS -1, APP 5'UTR act 28, APP 5UTR inh -28 and Diaphorase act 0.9.
Screening Cc1ccc2[nH]c3c(c2c1)CCNC3=O returned G6PDH counter 2, STAT1 activator 106, NF-kB neuron act 1.4, TLR4 MyD88 comp 10, Diaphorase inh 5, FLuc stim CS 1, FLuc inhib CS 3, APP 5'UTR act 5, APP 5UTR inh -5 and Diaphorase act 1.
For Cc1cc(NS(=O)(=O)c2ccc(NC(NC(=O)C(C(F)(F)F)C(F)(F)F)(C(F)(F)F)C(F)(F)F)cc2)no1 the results were G6PDH counter 2, STAT1 activator 102, NF-kB neuron act 1.4, TLR4 MyD88 comp 1, Diaphorase inh 14, FLuc stim CS 1.1, FLuc inhib CS -6, APP 5'UTR act 10, APP 5UTR inh -10 and Diaphorase act 0.9.
Cc1cc(-c2nn(-c3ccccc3)cc2/C=C2\SC(N)=NC2=O)ccc1OC(C)C was read as G6PDH counter -8, STAT1 activator 109, NF-kB neuron act 0.88, TLR4 MyD88 comp 0, Diaphorase inh 10, FLuc stim CS 1, FLuc inhib CS 2, APP 5'UTR act -4, APP 5UTR inh 4 and Diaphorase act 0.9.
CC(C)(C)NC(=O)COC(=O)c1cc(F)c(F)cc1Cl was read as G6PDH counter 1, STAT1 activator 106, NF-kB neuron act 1.6, TLR4 MyD88 comp 4, Diaphorase inh 18, FLuc stim CS 1.1, FLuc inhib CS -5, APP 5'UTR act 6, APP 5UTR inh -6 and Diaphorase act 0.8.

Reprinted from above for reference:
Cc1cc(-c2nn(-c3ccccc3)cc2/C=C2\SC(N)=NC2=O)ccc1OC(C)C was read as G6PDH counter -8, STAT1 activator 109, NF-kB neuron act 0.88, TLR4 MyD88 comp 0, Diaphorase inh 10, FLuc stim CS 1, FLuc inhib CS 2, APP 5'UTR act -4, APP 5UTR inh 4 and Diaphorase act 0.9.
CC(C)(C)NC(=O)COC(=O)c1cc(F)c(F)cc1Cl was read as G6PDH counter 1, STAT1 activator 106, NF-kB neuron act 1.6, TLR4 MyD88 comp 4, Diaphorase inh 18, FLuc stim CS 1.1, FLuc inhib CS -5, APP 5'UTR act 6, APP 5UTR inh -6 and Diaphorase act 0.8.

Further results follow.
Screening Cc1ccc(-c2c(=O)n(OCc3ccccn3)c3ccccc3[n+]2[O-])cc1 returned G6PDH counter 4, STAT1 activator 102, NF-kB neuron act 1, TLR4 MyD88 comp 7, Diaphorase inh 5, FLuc stim CS 1, FLuc inhib CS -4, APP 5'UTR act 10, APP 5UTR inh -10 and Diaphorase act 0.9.
For CC(C)(C)n1ncc2c(=O)n(Cc3ccc(Cl)c(Cl)c3)cnc21 the results were G6PDH counter 6, STAT1 activator 105, NF-kB neuron act 1, TLR4 MyD88 comp -6, Diaphorase inh 13, FLuc stim CS 1, FLuc inhib CS 2, APP 5'UTR act 28, APP 5UTR inh -28 and Diaphorase act 0.9.
`CCCOC(=O)c1ccc(NC(=O)C2CCCO2)cc1` (stereo unspecified) gave G6PDH counter -2, STAT1 activator 117, NF-kB neuron act 1.8, TLR4 MyD88 comp -6, Diaphorase inh 4, FLuc stim CS 0.9, FLuc inhib CS 10, APP 5'UTR act 79, APP 5UTR inh -80 and Diaphorase act 1.
Screening O=C(CSc1nnc(COc2cccc3ccccc23)o1)N1c2ccccc2CCc2ccccc21 returned G6PDH counter 1, STAT1 activator 98, NF-kB neuron act 0.79, TLR4 MyD88 comp 1, Diaphorase inh 8, FLuc stim CS 1.1, FLuc inhib CS -5, APP 5'UTR act -5, APP 5UTR inh 5 and Diaphorase act 0.9.
For COCCNC(=S)N/N=C/c1c(C)[nH]c2ccccc12 the results were G6PDH counter 16, STAT1 activator 108, NF-kB neuron act 0.86, TLR4 MyD88 comp 2, Diaphorase inh 11, FLuc stim CS 1.1, FLuc inhib CS -7, APP 5'UTR act -7, APP 5UTR inh 8 and Diaphorase act 0.9.
O=C1c2ccccc2NC(c2cccs2)N1NS(=O)(=O)c1ccccc1 (stereo unspecified) was read as G6PDH counter 11, STAT1 activator 98, NF-kB neuron act 1.1, TLR4 MyD88 comp -11, Diaphorase inh 9, FLuc stim CS 1.1, FLuc inhib CS -6, APP 5'UTR act -1, APP 5UTR inh 1 and Diaphorase act 0.9.
CC1CCC2C(=O)N(c3ccccc3OC(=O)c3ccccc3F)C(=O)C2C1 (stereo unspecified) was read as G6PDH counter 15, STAT1 activator 94, NF-kB neuron act 1.1, TLR4 MyD88 comp 2, Diaphorase inh 3, FLuc stim CS 1, FLuc inhib CS -1, APP 5'UTR act 5, APP 5UTR inh -6 and Diaphorase act 1.
`COc1ccc(-c2oc(/N=C/N3CCOCC3)c(C#N)c2-c2ccc(OC)cc2)cc1` gave G6PDH counter 4, STAT1 activator 98, NF-kB neuron act 1.1, TLR4 MyD88 comp 13, Diaphorase inh 18, FLuc stim CS 1, FLuc inhib CS -1, APP 5'UTR act -3, APP 5UTR inh 3 and Diaphorase act 0.8.
CCOC(=O)c1[nH]c2ccccc2c1NC(=S)Nc1ccccc1 was read as G6PDH counter 15, STAT1 activator 100, NF-kB neuron act 1.2, TLR4 MyD88 comp 0, Diaphorase inh 14, FLuc stim CS 1.1, FLuc inhib CS -7, APP 5'UTR act 28, APP 5UTR inh -28 and Diaphorase act 0.9.
Cc1nn(S(=O)(=O)c2cccs2)c(C)c1Sc1ccc([N+](=O)[O-])cc1 was read as G6PDH counter -4, STAT1 activator 96, NF-kB neuron act 1, TLR4 MyD88 comp 8, Diaphorase inh 19, FLuc stim CS 1, FLuc inhib CS -2, APP 5'UTR act 10, APP 5UTR inh -10 and Diaphorase act 0.8.
For O=C(NCCCN1CCOCC1)c1cn(-c2ccccc2)nc1-c1cccs1 the results were G6PDH counter -3, STAT1 activator 103, NF-kB neuron act 1, TLR4 MyD88 comp -16, Diaphorase inh 1, FLuc stim CS 1, FLuc inhib CS -3, APP 5'UTR act -11, APP 5UTR inh 11 and Diaphorase act 1.
CC(C)(C)NC(=O)Cn1c(SCC(=O)NC2CCCCC2)nc2ccccc21 was read as G6PDH counter 1, STAT1 activator 96, NF-kB neuron act 1, TLR4 MyD88 comp 0, Diaphorase inh 11, FLuc stim CS 1, FLuc inhib CS -4, APP 5'UTR act 3, APP 5UTR inh -3 and Diaphorase act 0.9.
